Screening results (PubChem BioAssay)
TRHR enhancer = TRH receptor (human) allosteric enhancement | P34981 | AID 493056 | hit rate 0.66% among 360,000 | enhancement, % at 2 µM | TRHR cells, fluo-8 calcium fluorescence, EC20 TRH enhancement; in the data active = enhancement above about 30%; also: 0% is about no effect
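TRHR-expressing cells loaded with fluo-8 calcium dye were read kinetically (ex 480/em 530) during compound addition, then stimulated with an EC20 of TRH (10 nM final). Enhancement of the Gq-mediated intracellular calcium response was scored.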
rTrxR1 inhibitor = inhibitors of rat thioredoxin reductase 1 | Potency, µM (titrated, usually from 114 µM), for inactives: top-dose activity change, negative = inhibition, hits mostly inhibitors | recombinant rTrxR1, NADPH fluorescence consumption, selenite substrate | hit rate 1% among 390,000; also: potency is read from the fitted curve at half-maximal effect; % is scaled to controls: 0 for no effect and ±100 for the full control effect; nearly all actives have a fitted effect of over 65% in size
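Rat TrxR1 (90 nM in the dispensed reagent) was pre-reduced with 400 uM NADPH for 5 min at room temperature, then incubated with compound for 15 min. After 400 uM selenite was added, NADPH fluorescence (Ex 340/Em 450 nm) was followed for 8 min.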
Pin1 inhibitor = inhibitors of human Pin1; AID 504891; hit rate 0.009% among 390,000; Potency, µM (doses to about 115 µM), inactives show top-dose activity, negative = inhibition, hits mostly inhibitors; Pin1 FP peptide displacement, HiFluor488, 10 min; active = well fitted inhibition curve with a large enough effect in the polarisation, with a control signal flat, not every such curve was filed as active; inconclusive = small, poorly fitted or top-dose-only effect, or effect the other way, or a change in a side signal; inactive = no such curve, though single readings can be large or run the other way; the % refers to the polarisation; also: potency is read from the fitted curve at half-maximal effect; % is scaled to controls: 0 for no effect and ±100 for the full control effect
Target sequence (Q13526 whole entry, looked up): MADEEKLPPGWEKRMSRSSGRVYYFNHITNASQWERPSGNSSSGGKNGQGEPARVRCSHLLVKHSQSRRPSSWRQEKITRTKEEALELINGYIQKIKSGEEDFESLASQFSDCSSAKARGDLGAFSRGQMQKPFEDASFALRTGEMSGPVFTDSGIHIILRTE
USP1 inh = inhibitors of human USP1/UAF1 deubiquitinase. O94782. recombinant USP1/UAF1, Ub-Rhodamine cleavage fluorescence. Potency, µM (highest dose often 57.1 µM), without a hit: at the top dose activity change, negative = inhibition, hits mostly inhibitors. hit rate 0.23% among 390,000. AID 743255; also: potency is read from the fitted curve at half-maximal effect; % is scaled to controls: 0 for no effect and ±100 for the full control effect; nearly all actives have a fitted effect of over 60% in size; inactives centre near -12
Target sequence (O94782 whole entry, looked up): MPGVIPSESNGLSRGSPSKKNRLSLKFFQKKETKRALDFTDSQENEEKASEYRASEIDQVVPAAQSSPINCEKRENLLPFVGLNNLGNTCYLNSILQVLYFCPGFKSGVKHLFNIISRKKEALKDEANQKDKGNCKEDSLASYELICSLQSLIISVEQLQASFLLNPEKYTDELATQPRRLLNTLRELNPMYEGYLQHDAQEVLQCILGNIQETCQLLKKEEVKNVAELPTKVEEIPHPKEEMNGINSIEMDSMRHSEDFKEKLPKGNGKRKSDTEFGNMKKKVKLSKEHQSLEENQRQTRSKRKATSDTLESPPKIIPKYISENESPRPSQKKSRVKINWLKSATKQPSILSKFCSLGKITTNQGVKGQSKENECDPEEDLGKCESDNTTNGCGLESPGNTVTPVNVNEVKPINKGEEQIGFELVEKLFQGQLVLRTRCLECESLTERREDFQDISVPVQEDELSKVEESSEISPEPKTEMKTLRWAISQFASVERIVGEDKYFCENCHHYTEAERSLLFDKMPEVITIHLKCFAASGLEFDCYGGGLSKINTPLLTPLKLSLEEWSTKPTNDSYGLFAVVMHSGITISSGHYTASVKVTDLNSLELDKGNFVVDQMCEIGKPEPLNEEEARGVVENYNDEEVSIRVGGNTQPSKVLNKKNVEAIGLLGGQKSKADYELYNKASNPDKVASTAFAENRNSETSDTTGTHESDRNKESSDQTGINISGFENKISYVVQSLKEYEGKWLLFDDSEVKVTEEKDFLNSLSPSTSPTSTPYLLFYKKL
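USP1/UAF1 complex (1 nM) preincubated 15 min at room temperature with compound, then Ub-Rho substrate (150 nM final) added. Kinetic fluorescence at 480/540 nm over 6 reads at 60 s intervals; 50 mM HEPES pH 7.8, 0.5 mM EDTA, 0.1 mg/ml BSA, 1 mM TCEP, 0.01% Tween-20.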
D2 agonist = agonists of human D2 dopamine receptor; P14416; HEK293 T-REx D2 cells, calcium flux agonist mode; activation, % at 2 µM; hit rate 0.53% among 340,000; AID 485358;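 active = activation over 3 SD above normal in the single-dose calcium agonist read, cut at about 30% in these data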; also: 0% is about no effect
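In this primary screen, compounds producing a positive calcium signal within 180 s of addition to tetracycline-induced, force-coupled HEK293 Trex D2 cells are flagged; cells are dye-loaded with a no-wash calcium kit beforehand.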
IDH1 R132H inh = inhibitors of human mutant IDH1 R132H | hit rate 0.093% among 390,000 | Potency, µM (series often up to 76.6 µM), for inactives: at the highest dose activity change, negative = inhibition, most hits filed as inhibitors | O75874 | AID 602179 | IDH1-R132H enzyme, NADPH consumption, diaphorase/resazurin fluorescence; also: potency is read from the fitted curve at half-maximal effect; % is scaled to controls: 0 for no effect and ±100 for the full control effect; nearly all actives have a fitted effect of over 65% in size
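IDH1-R132H (0.5 ug/mL dispensed) in pH 7.5 Tris buffer was preincubated 30 min with compound, then given a substrate mix of 0.016 mM NADPH and 2 mM alpha-KG for 80 min at room temperature; remaining NADPH was read by diaphorase/resazurin fluorescence.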
D2 antagonist = antagonists of human D2 dopamine receptor. AID 485344. HEK293 TREx D2 cells, calcium flux, dopamine EC80. hit rate 2% among 340,000. inhibition, % at 10 µM; in the data active = inhibition above about 30%; also: 0% is about no effect
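In this primary screen, negative modulation is detected by tracking calcium flux after an EC80 dopamine challenge in inducible HEK293 T-REx D2 cells preexposed to test compound for 180 s.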
TRHR agonist = agonists of human TRH receptor; P34981; hit rate 0.18% among 360,000; activation, % at 2 µM; AID 493084; TRHR cells, calcium flux fluo-8, FDSS agonist mode; in the data active = activation above about 30%; also: 0% is about no effect
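TRHR-expressing cells loaded with fluo-8 calcium dye; 23 nL library compound pin-transferred, kinetic FDSS fluorescence (Ex 480/Em 530) recorded about 180 s for agonist-induced calcium release, before a 10 nM TRH EC20 addition for potentiator mode.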
TrxR1 substrate = is turned over as a substrate by rat TrxR1; O89049; purified TrxR1 substrate turnover, NADPH consumption readout; Potency, µM (titrated, usually from 114 µM), inactives show at the highest dose activity change, negative = substrate turnover; hit rate 0.01% among 390,000; also: potency is read from the fitted curve at half-maximal effect; % is scaled to controls: 0 for no effect and ±100 for the full control effect; nearly all actives have a fitted effect of over 50% in size
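Rat TrxR1, dispensed at 90 nM, was prereduced with 400 uM NADPH (final) for 5 min at ~22 deg C, then incubated with compound 15 min before 400 uM selenite. A first-read NADPH fluorescence drop versus no-compound background flagged substrates.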
* marks the source's active call; other numbers are inactive results; ? = inconclusive; . = no result given; & = joins results of further samples; [ ] = another dose, or the depositor's remark. Unless noted, calls follow the shape of the dose curve; as a rule, active = well fitted inhibition curve with a large enough effect; inconclusive = small, poorly fitted or top-dose-only effect; inactive = no such curve, though single readings can be large or run the other way. Not all compounds are listed. The share of hits here may be higher or lower than overall.

SMILES	TRHR enhancer	rTrxR1 inhibitor	Pin1 inhibitor	USP1 inh	D2 agonist	IDH1 R132H inh	D2 antagonist	TRHR agonist	TrxR1 substrate
O=C(C1=C(O)C(=O)N(CC2CCCO2)C1c1ccc(Cl)cc1)c1ccco1 (stereo not given)	9	-4%[57.1 µM]	-2%	-3%	3.2	18%	-5	-0.2	-4%[57.1 µM]
S=c1[nH]nc(-c2cccnc2)n1-c1ccc2c(c1)OCCO2	2	0%[57.1 µM]	4%	8%	-1.2	2%	-14	0.6	1%
Cc1ccc(C)n1-n1c(C)nc2sc(-c3ccccc3)cc2c1=O	-4	-10%	3%	-13%	-0.3	6%	9	-0.9	-9%
CC(=O)NC(CCCCNC(=S)NC1CCCCC1)C(=O)O (stereo not given)	3	14%[57.1 µM]	-11%	?	0.4	5%	1	0.0	-20%[57.1 µM]
CC(OC(=O)c1ccc2c(c1)C(=O)N(Cc1ccncc1)C2=O)C(=O)Nc1cccc(Cl)c1Cl (stereo not given)	5	7%[57.1 µM]	31%[activator]	-17%	-0.8	-4%	4	-0.9	8%[57.1 µM]
COc1ccc2sc(N(Cc3cccnc3)C(=O)C3COc4ccccc4O3)nc2c1 (stereo not given)	0	15%[57.1 µM]	?	0%	1.0	-6%	.	0.1	-1%[57.1 µM]
Cc1cc(C)c(NC(=O)COC(=O)CSc2ccc(Br)cc2C)c(C)c1	-1	-10%	0%	-10%	-0.6	0%	-6	-0.3	-8%
O=C(NCC(c1ccco1)N1CCOCC1)c1ccc(F)c(F)c1 (stereo not given)	4	11%[57.1 µM]	-2%	-17%	0.5	-7%	-5	0.0	8%[57.1 µM]
CCOC(=O)C1=C(C)NC2=C(C(=O)CCC2)C1c1ccc(N(C)C)cc1 (stereo not given)	-1	-1%[57.1 µM]	-3%	0%	-1.8	-8%	-7	0.2	3%[57.1 µM]
CCOC(=O)c1nn(-c2ccc(C)cc2)c(=O)cc1OCC(=O)Nc1ccc(OC)cc1	8	1%	-7%	3%	0.3	-2%	-5	-0.4	-7%
Cc1ccc(NCCC(=O)c2cccc([N+](=O)[O-])c2)cc1	1	3.5µM*	0%	-7%	0.0	4%	1	0.3	8%[57.1 µM]
CC(=O)Nc1ccc(/C=C(\C#N)C(=O)NC2CCCCC2C)cc1 (stereo not given)	-5	16%	-2%	-11%	8.6	12%	-4	1.0	3%
CC(=O)Nc1ccc(C(=O)CSc2nnc(-c3ccc(O)cc3)n2CC2CCCO2)cc1 (stereo not given)	0	-8%	-5%	21%	1.4	2%	1	0.8	3%
Cc1oc(-c2cccc(Cl)c2)nc1CN1CCC(C(=O)NC2CC2)CC1	-8	20%[57.1 µM]	-1%	-13%	-1.5	-7%	14	0.3	8%[57.1 µM]
CCCC1(c2ccccc2)NC(=O)N(CC(=O)NCc2ccc(OC)cc2)C1=O (stereo not given)	2	15%	4%	-11%	-0.1	0%	-6	-0.9	7%
COC(=O)c1cc(-c2cccs2)[nH]n1	1	18%	1%	-5%	-3.3	5%	2	-1.1	-4%
CC(C)Cn1c(N)c(C(=O)CSc2cc(Cl)ccc2Cl)c(=O)n(C)c1=O	-4	.	.	.	0.9	.	-16	1.6	.
COc1ccc(NC(=O)CN(C)C(=O)/C=C/c2cn(-c3ccccc3)nc2-c2ccc(C)cc2)cc1	1	24%	41%[activator]	-9%	0.0	-7%	-8	-0.9	0%
O=C(c1ccc2c(c1)N(Cc1ccccc1)C(=O)c1ccccc1S2(=O)=O)N1CCOCC1	5	21%	-1%	-16%	-1.1	.	.	0.1	5%
COc1ccc(C=NNc2ccc([N+](=O)[O-])cn2)cc1	.	21%	12%	23%	.	-1%	.	.	2%
C=CCNC(=S)Nc1sc2c(c1C(=O)OCC)CC(C)(CC)OC2 (stereo not given)	-4	-7%[57.1 µM]	7%	-18%	-1.0	1%	-5	-0.6	1%[57.1 µM]
CCOc1ccc(OCC)c(NS(=O)(=O)c2ccc3c(c2)CCCN3C(C)=O)c1	-2	14%[57.1 µM]	?	-10%	0.9	16%	.	-0.5	0%[57.1 µM]
O=C(N/N=C/C1C(c2ccccc2)C1(Cl)Cl)c1cccc(Cl)c1 (stereo not given)	4	-6%	34%[activator]	-23%	0.4	8%	25	-0.6	-6%
COc1ccc(-c2nn(-c3ccccc3)cc2C(=O)N2CCN(S(=O)(=O)c3ccccc3[N+](=O)[O-])CC2)cc1	.	31%[activator]	6%	-13%	.	-7%	.	.	-2%
CCN(CC)C(=S)Nc1ccc(C(=O)OC)cc1	-7	25%[57.1 µM]	1%	-15%	.	9%	.	0.9	7%[57.1 µM]
CC(C)C(NC(=O)c1ccco1)C(=O)OCC(=O)NCCc1ccccc1 (stereo not given)	-4	13%	-8%	-3%	-0.2	0%	0	-0.1	-2%
CC1CCC(NC(=O)COC(=O)C2=NN(c3ccccc3)C(=O)CC2)CC1 (stereo not given)	7	4%	-4%	-15%	-0.1	11%	9	0.0	4%
O=C(O)CSCC(=O)Nc1cccc2ccccc12	1	1%	1%	6%	0.0	12%	-10	0.2	-6%
Cc1ccc(NC(=O)C2CCCN2S(=O)(=O)c2cccc3cccnc23)c(C)c1 (stereo not given)	8&0	-10%&3%	2%&1%	3%&9%	-2.2&0.3	0%&-10%	6	1.2&0.2	-4%&-5%
Cc1ccccc1NC(=O)CSc1ccc(-c2cccs2)nn1	8	3%	17%	14%	0.2	-6%	.	0.3	-3%
Cc1ccc(OCC(=O)NNC(=O)c2ccco2)c(C)c1	-4	-2%	-5%	-7%	0.0	-11%	-14	0.0	-8%
CCSc1nnc(-c2cccnc2)n1-c1ccc(Cl)c(C)c1	-8	14%	-1%	-8%	0.3	3%	2	-0.5	8%
CCc1ccc(S(=O)(=O)Nc2ccc3oc(C)c(C(=O)OCCOC)c3c2)cc1	3	14%	?	?	-1.7	-9%	.	-0.3	1%
CC1CCCCN1CCn1cnc2c([nH]c3ccccc32)c1=O (stereo not given)	0	4%[57.1 µM]	2%	-6%	0.2	1%	-8	0.8	15%[57.1 µM]
Cc1ccc(NC(=O)c2sc3nc(-c4ccc(F)cc4)ccc3c2N)cc1F	0	0%	?	-28%	0.2	11%	.	2.7	5%
CCCCCn1c(=O)[nH]c2cc(C(=O)Nc3ccc(F)c(F)c3)ccc2c1=O	2	31%	-3%	?	-1.4	-4%	.	0.0	7%
NC(=O)C1CCN(Cc2nc3cc(C(F)(F)F)ccc3c(=O)[nH]2)CC1	0	-21%	-1%	5%	0.4	-1%	-1	0.6	-12%
O=C(NNC(=O)c1cc2ccccc2[nH]1)OCc1ccccc1	-1	-12%	0%&13%	.	.	.	.	0.0	-5%
CC(C)Cn1c(-c2csc3ccccc23)n[nH]c1=S	3	?	2%	-2%	-2.8	1%	-22	-1.0	-12%
CC(=O)O/N=C(/c1nonc1N)N(C)C	4	25%[11.4 µM]	-8%	-11%	-1.4	3%	8	-0.7	10%[57.1 µM]
O=C(c1ccc(N2CCCC2=O)cc1)N1CCN(c2ccccc2Cl)CC1	4	18%	-2%	-6%	0.1	-6%	-21	-0.4	1%
COCCN1Cc2cccc(C(=O)NCc3cccnc3)c2C1=O	0	2%[57.1 µM]	-2%	-14%	-1.3	6%	11	-0.4	7%[57.1 µM]
COC(=O)c1ccc(NC(=O)c2cccc(OC)c2)cc1	-9	2%	13%	-7%	0.4	12%	5	-1.1	1%
CN(C(=O)C1CCCCC1)C1(C)CCS(=O)(=O)C1 (stereo not given)	-5	3%[57.1 µM]	-12%	-2%	0.2	1%	4	-0.1	1%[57.1 µM]
CC(C)(O)C#Cc1ccc(CN2CCC(n3nccc3NC(=O)C3CC3)CC2)cc1	-4	4%	2%	-12%	.	-10%	.	0.7	0%
O=C(O)C1(c2ccccc2)CCN(S(=O)(=O)c2ccccc2)CC1	2	22%[57.1 µM]	4%	-17%	0.0	-4%	-12	-1.0	2%[57.1 µM]
C=CCn1c(SCC(=O)c2cccs2)nnc1-c1cccc(OC)c1	2	?	1%	8%	0.0	6%	-17	-0.3	-1%
O=C(COC(=O)CN1C(=O)C(=O)c2ccccc21)OCN1C(=O)c2ccccc2C1=O	-4	-16%	1%	-20%	0.6	-1%	-15	1.2	-2%
Cc1cc(C)c(S(=O)(=O)NCC(=O)NCc2cc(=O)n(C)c(=O)n2C)c(C)c1	1	14%	-8%	-14%	0.9	2%	-18	1.0	3%
O=[N+]([O-])c1c(C(Cl)Cl)nn(-c2ccccc2)c1N1CCOCC1	-4	4%	-3%	?	-0.4	0%	2	0.4	-6%[57.1 µM]
COc1ccc(CCn2c(-c3ccc(Cl)cc3)n[nH]c2=S)cc1OC	-2	6%[57.1 µM]	-5%	-16%	.	9%	.	-2.5	4%[57.1 µM]
O=C(CCCCn1c(=O)[nH]c2ccsc2c1=O)N1CCN(c2cccc(C(F)(F)F)c2)CC1	3	20%	?	-31%	0.0	-11%	.	-0.4	4%

2 of the compounds above, with two lines to a compound:
Sequence of screens – TRHR enhancer	rTrxR1 inhibitor	Pin1 inhibitor	USP1 inh	D2 agonist	IDH1 R132H inh	D2 antagonist	TRHR agonist	TrxR1 substrate
- CC1CCC(NC(=O)COC(=O)C2=NN(c3ccccc3)C(=O)CC2)CC1 (stereo not given)
    7	4%	-4%	-15%	-0.1	11%	9	0.0	4%
- C=CCn1c(SCC(=O)c2cccs2)nnc1-c1cccc(OC)c1
    2	?	1%	8%	0.0	6%	-17	-0.3	-1%
